hcDAF-12 act = activates DAF-12 receptor from parasite H. contortus | HEK293 hcDAF-12 lit1-tk-luc reporter, luminescence; 0% DMSO, 100% Δ7-dafachronic acid | activation, % at 6.8 µM | hit rate 1.4% among 370,000;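 active = activation above the mean of all tested compounds plus 3 SD, cut at about 5.5% in these data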;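 note: 100% = response to 3 µM Δ7-dafachronic acid high control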
ADAM17 inh = ADAM17 inhibition, QFRET primary screen | P78536 | recombinant ADAM17, EDANS/DABCYL FRET peptide cleavage | inhibition, % at 6.95 µM | hit rate 0.83% among 370,000;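 active = inhibition above the mean of compounds lying between control limits plus 3 SD, set per campaign, cut at about 8.5% in these data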;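 note: 0% = DMSO-only wells as the low control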
Target sequence (P78536 215-824 limits assumed): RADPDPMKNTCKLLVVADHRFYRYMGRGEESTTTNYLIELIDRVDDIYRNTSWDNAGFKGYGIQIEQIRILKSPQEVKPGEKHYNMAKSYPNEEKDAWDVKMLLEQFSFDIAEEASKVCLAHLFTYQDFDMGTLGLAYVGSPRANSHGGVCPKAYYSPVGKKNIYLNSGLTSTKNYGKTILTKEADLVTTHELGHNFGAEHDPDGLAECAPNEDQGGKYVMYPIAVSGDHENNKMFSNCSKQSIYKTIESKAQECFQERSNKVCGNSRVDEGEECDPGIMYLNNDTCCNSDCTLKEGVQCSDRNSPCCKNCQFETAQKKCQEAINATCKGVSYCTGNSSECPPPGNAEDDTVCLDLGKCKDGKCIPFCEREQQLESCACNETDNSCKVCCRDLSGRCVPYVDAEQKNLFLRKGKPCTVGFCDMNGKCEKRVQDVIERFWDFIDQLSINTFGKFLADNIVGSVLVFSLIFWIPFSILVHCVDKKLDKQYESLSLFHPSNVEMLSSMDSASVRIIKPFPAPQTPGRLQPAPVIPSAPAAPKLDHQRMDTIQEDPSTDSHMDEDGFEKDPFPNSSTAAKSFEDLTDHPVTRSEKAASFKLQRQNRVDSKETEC
DAX1 inh-1 = blocks DAX1 repression of SF-1 activated StAR promoter | HEK293T StAR-luciferase reporter, SF-1/DAX-1 repression relief | inhibition, % at 6.8 µM | hit rate 1.1% among 370,000 | AID 652010;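 active = inhibition above the mean over all tested compounds plus 3 SD, cut at about 3.6% in these data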;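 note: 0% = DAX-1 cells with DMSO and 100% = cells lacking DAX-1 with DMSO; higher inhibition means more luminescence from relief of DAX-1 repression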
hgDAF12 agonist = hgDAF-12 agonism, primary luciferase screen. HEK293 GAL4-hgDAF12 UAS-luciferase reporter, agonist luminescence; normalized to butyrate control. activation, % at 6.8 µM. hit rate 1.8% among 370,000;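 active = activation above a cutoff set at the mean of all screened compounds plus 3 SD, cut at about 10% in these data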;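 note: 0% = DMSO wells and 100% = sodium butyrate wells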
DAX1 inh-2 = inhibits human nuclear receptor DAX1; HEK293 Gal4-DAX1 luciferase reporter, luminescence; inhibition, % at 6.75 µM; hit rate 0.99% among 340,000; AID 504766;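 active = inhibition above the mean over all tested compounds plus 3 SD, cut at about 4.2% in these data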;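 note: 0% = DAX1-transfected cells with DMSO and 100% = empty-vector control cells with DMSO; inhibition shows as a rise in luminescence from relieved DAX1 repression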
Target sequence (P51843 207-470 limits assumed): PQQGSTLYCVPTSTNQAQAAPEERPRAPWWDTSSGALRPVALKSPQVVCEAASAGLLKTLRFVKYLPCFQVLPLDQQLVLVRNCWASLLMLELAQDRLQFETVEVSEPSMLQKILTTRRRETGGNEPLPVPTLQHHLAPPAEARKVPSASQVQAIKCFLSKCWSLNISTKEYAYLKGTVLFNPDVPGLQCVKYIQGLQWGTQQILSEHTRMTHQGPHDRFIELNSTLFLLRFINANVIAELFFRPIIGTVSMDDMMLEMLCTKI
NR1D1 modulator = modulates human Rev-erb alpha binding to DNA; Rev-erbα–FITC-DNA binding, fluorescence polarization, 90 min; activity, % at 10 µM; hit rate 0.79% among 370,000;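 active = activity above about 14%, limit read from the data; passing the limit was not always enough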;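 note: 0% = DMSO wells with 35 nM protein and 100% = DMSO wells with 750 nM protein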
ssDAF-12 act = activates DAF-12 receptor from parasite S. stercoralis. HEK293 ssDAF-12/GRIP1 lit1-tk-luc reporter, luminescence; % of 3 µM dafachronic acid response. hit rate 1% among 370,000. activation, % at 6.8 µM. AID 652126;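 active = activation above the mean over all tested compounds plus 3 SD, cut at about 0.9% in these data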;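 note: 0% = DMSO-only wells and 100% = 3 µM delta7-dafachronic acid wells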
PLC-beta3 inh = blocks human PLC-beta3 enzyme activity. AID 720704. inhibition, % at 12.2 µM. hit rate 0.18% among 370,000. Purified PLC-beta3, fluorogenic substrate, fluorescence. Q01970; in the data active = inhibition above about 11%;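 note: 0% = median of compound wells on plate and 100% = full blocker control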
PLC-gamma1 inh = blocks human PLC-gamma1 enzyme activity; hit rate 0.84% among 370,000; purified PLC-gamma1, fluorogenic substrate, fluorescence; inhibition, % at 12.2 µM; in the data active = inhibition above about 9.5%
SMARCA2 activ = increases SMARCA2 function in MMTV reporter cells; MG213 cells, MMTV-luciferase reporter, dexamethasone, overnight; activation, % at 9.1 µM; hit rate 1% among 370,000; AID 652017; in the data active = activation above about 7.8%;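 note: 0% = vehicle wells and 100% = reference activator wells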
MBD2 DNA inh = MBD2-methylated oligo binding inhibition. hit rate 0.31% among 370,000. Q9UBB5. inhibition, % at 4.4 µM. TR-FRET, MBD2 binding to methylated oligonucleotide; in the data active = inhibition above about 13%
* marks the source's active call; other numbers are inactive results; · = no result given.

Under each structure – hcDAF-12 act	ADAM17 inh	DAX1 inh-1	hgDAF12 agonist	DAX1 inh-2	NR1D1 modulator	ssDAF-12 act	PLC-beta3 inh	PLC-gamma1 inh	SMARCA2 activ	MBD2 DNA inh
[1] O=C(O)c1ccccc1C(=O)N1CCN(c2ccccc2)CC1
 : 0.5	-1	-0.6	1.0	0.6	-2	-1.2	0	1	3	-2
[2] COc1cc([N+](=O)[O-])ccc1NC(=O)CSc1n[nH]c(C(C)C)n1
 : -1.5	-2	1.4	-2.5	-0.2	-3	-1.6	-6	2	2	-2
[3] COc1ccc(C(=O)Nc2oc(-c3ccccc3)c(-c3ccccc3)c2C#N)cc1
 : -2.3	2	-1.1	2.6	-0.9	-3	-1.3	-84	-74	-3	4
[4] Oc1ccc(-c2c(-c3ccsc3)sc3ccccc23)cc1
 : -1.5	7	-1.0	-1.1	0.7	3	-1.3	-66	-47	-1	0
[5] COc1ccc(S(=O)(=O)NC2CCc3ccccc32)cc1OC (centres undefined)
 : -0.5	-4	-0.4	-0.4	-0.3	6	-0.8	-5	-2	-3	2
[6] Cc1cc(C)cc(OCC(O)CN2CCN(Cc3ccc4c(c3)OCO4)CC2)c1 (centres undefined)
 : -1.6	-1	-1.0	-0.5	-2.4	14	-1.6	1	1	-3	3
[7] CCCN1C(=O)c2[nH]nc(-c3ccccc3)c2C1c1ccc(C)cc1 (centres undefined)
 : -0.9	2	-0.2	-1.2	·	-6	-1.5	1	2	0	-5
[8] COc1ccc(C(NC(=O)c2cccnc2)c2cc(Cl)c3cccnc3c2O)cc1OC (centres undefined)
 : -0.5	-2	-0.4	-0.8	-2.1	-2	-0.8	-7	-9	-1	2
[9] Cn1c(=O)oc2cc(S(=O)(=O)NCCC(=O)N3CCN(c4ccccc4)CC3)ccc21
 : -0.8	-4	-0.6	-1.9	1.9	6	-1.5	-8	0	-2	-1
[10] CC1(C(=O)Nc2ccc(F)cc2F)CCN1C(=O)CCC1CCCC1 (centres undefined)
 : -1.3	6	0.2	-0.2	·	2	-0.4	1	7	-3	-1
[11] CN1CCN(C(=O)c2ccc(S(=O)(=O)Nc3ccccc3)cc2)CC1
 : 0.1	-3	-0.8	2.8	0.2	8	-1.2	-9	0	0	-2
[12] Cc1ccc(C(CNC(=O)C(=O)Nc2ccc3c(c2)OCCO3)N2CCN(C)CC2)cc1 (centres undefined)
 : 0.8	0	1.1	-0.2	-0.3	-2	-1.3	3	0	2	2
[13] COc1ccc(NC(=O)CSc2n[nH]c(=O)n2C2CC2)cc1OC
 : -2.3	-2	-0.4	-1.0	0.6	3	-0.6	-8	2	-3	3
[14] C=C(C(=O)c1ccccc1)C(CC(=O)c1ccccc1)c1ccccc1 (centres undefined)
 : -0.1	0	-0.9	-2.4	-3.9	2	-1.8	5	3	0	2
[15] CCCCCC(=O)Nc1ccc(N2CCN(C(=O)c3ccccc3)CC2)cc1
 : -2.6	4	-1.2	-0.8	-0.5	0	-1.2	7	0	0	-4

The list continues:
Under each structure – hcDAF-12 act	ADAM17 inh	DAX1 inh-1	hgDAF12 agonist	DAX1 inh-2	NR1D1 modulator	ssDAF-12 act	PLC-beta3 inh	PLC-gamma1 inh	SMARCA2 activ	MBD2 DNA inh
[16] CCOC(=O)N1CCC(NC(=O)CS(=O)Cc2nc(-c3ccc(OC)c(OC)c3)oc2C)CC1 (centres undefined)
 : -1.7	-9	-0.5	-4.8	-1.0	-4	-2.0	1	1	5	8
[17] O=C(NCc1ccco1)c1cnn2c(C(F)F)cc(-c3ccccc3)nc12
 : -1.9	-7	0.0	-0.4	0.6	-4	-1.1	-26	-22	-1	-1
[18] CCOc1ccc(S(=O)(=O)NCCC(=O)OCC(=O)c2ccc(NC(C)=O)cc2)cc1
 : -0.2	-4	-0.4	1.7	0.4	-1	-0.4	-15	-5	-2	8
[19] COc1ccc(S(=O)(=O)N(C)c2ccc(C(=O)N3CCC(C(N)=O)CC3)cc2)cc1OC
 : -0.6	0	0.2	0.2	0.9	-2	-1.2	4	1	-1	-5
[20] COc1ccc(CN2CCC(=O)N([C@H](CO)CC(C)C)CC2)cc1OC
 : 0.5	0	-0.4	-2.5	0.3	-1	-1.4	2	4	2	5
[21] c1ccc2oc(SCc3nc4ccccc4s3)nc2c1
 : 10*	0	1.6	7.9	4.4*	1	1.9*	-8	-5	6	-2
[22] COC(=O)C(Cc1ccc(O)cc1)NC(=O)Cn1cc(C)c(=O)[nH]c1=O (centres undefined)
 : -1.1	3	-2.7	-5.4	-1.4	-1	-1.3	3	3	-4	-5
[23] CC(Sc1nncs1)C(=O)Nc1ccc2c(c1)OCCO2 (centres undefined)
 : -0.5	-2	1.8	4.3	0.4	-4	-0.7	3	0	4	-5
[24] Cc1cccc(C(=O)Nc2ccc(C(=O)Nc3ccc(O)cc3)cc2)c1
 : -3.8	-6	-1.9	-4.2	-1.8	5	-1.3	-9	1	0	3
[25] CCSc1ccccc1-c1nc(-c2ccncc2)no1
 : 1.6	2	0.3	5.3	0.7	8	-0.8	-9	1	2	-1
[26] O=C(Cn1cnc2c(nnn2-c2cccc(Cl)c2)c1=O)N1CCOCC1
 : 1.1	-3	-0.5	1.9	0.2	-2	-1.5	0	0	-1	1
[27] Cc1nc2ccc(S(=O)(=O)N(C)CC(=O)N3CCc4ccccc43)cc2s1
 : 2.5	-2	-0.1	2.7	1.9	-4	-0.1	-3	-3	-2	-5
[28] O=C(Nc1ccc(N2CCCC2=O)cc1)c1cncc(Br)c1
 : 1.2	1	1.3	1.4	0.5	7	0.0	-5	1	-1	3
[29] COc1ccc(C(=O)c2c[nH]c(C(=O)N=CN(C)C)c2)cc1
 : 1.7	-2	0.3	0.3	0.9	-2	-1.3	-3	-1	1	1
[30] O=C(CCCc1cccs1)Nc1ccc2c(c1)OCO2
 : 2.9	-4	5.5*	22*	6.0*	-1	0.8	0	1	6	-3

Going on with the list.
Under each structure – hcDAF-12 act	ADAM17 inh	DAX1 inh-1	hgDAF12 agonist	DAX1 inh-2	NR1D1 modulator	ssDAF-12 act	PLC-beta3 inh	PLC-gamma1 inh	SMARCA2 activ	MBD2 DNA inh
[31] Clc1ccc(Cc2ccc(Cl)nn2)c(Cl)c1
 : 1.2	0	-1.2	-1.7	0.1	2	-0.9	1	0	-1	-2
[32] C/C(=N\NC(=O)c1nnn(-c2nonc2N)c1CN1CCC(C)CC1)c1ccc(Br)cc1
 : -1.4	-1	-1.3	0.7	0.5	-9	-1.1	-2	-4	1	3
[33] COc1ccc(NC(=O)[C@H](COCc2ccccc2)NC(=O)OC(C)(C)C)cc1
 : -1.7	-1	-0.5	0.4	1.5	-1	-0.6	4	-1	0	-8
[34] NC(=O)c1ncn([C@@H]2O[C@H](CNCc3ccc(-c4cc(C(F)(F)F)ccc4Cl)o3)[C@@H](O)[C@H]2O)n1
 : -0.9	-1	0.1	3.9	0.1	-5	-0.5	-2	1	-2	4
[35] CC1CCCN(C(=O)c2ccc(Br)c(S(=O)(=O)N3CCOCC3)c2)C1 (centres undefined)
 : -0.2	2	-0.9	-2.8	0.0	8	-0.1	-3	3	-1	-2
[36] Cc1ccc(OCCN2C(=O)c3ccccc3C2=O)cc1
 : 0.4	2	-0.3	2.2	0.4	-1	-1.2	8	4	0	-7
[37] O=C1CC2(CCCCC2)Oc2ccc(Cl)cc21
 : -1.1	3	0.2	3.4	0.7	1	-1.4	3	1	1	-4
[38] COC(=O)[C@]12C[C@H](CC(=O)N3CCOCC3)C(=O)N(Cc3ccco3)C1=C[C@H](C(C)C)O[C@@H]2C1CC1
 : -0.8	-1	-1.1	1.3	·	3	-0.5	0	2	9.6*	-6
[39] COC(=O)C(C(=O)Nc1cc(C)on1)C1CCCCCC1 (centres undefined)
 : 0.0	-2	-0.2	2.5	0.8	1	-0.9	3	0	1	-1
[40] Cc1ccc(CSCCC(=O)NCCc2ccc(Cl)cc2)cc1
 : -0.9	5	-0.4	-1.9	-1.2	-2	-1.8	0	-3	1	-5
[41] O=C(Nc1ccccc1Oc1ccccc1)c1cccc([N+](=O)[O-])c1
 : -1.6	5	-0.8	-0.6	2.6	3	-0.9	4	3	-3	0
[42] Clc1ccc(CN2CCN(/N=C/c3ccco3)CC2)cc1
 : -1.8	-6	-0.8	2.9	0.5	-5	-1.7	-7	-5	-2	9
[43] CN(CCc1ccccc1)C(C(=O)Nc1ccc2c(c1)OCCO2)c1ccnc2ccccc12 (centres undefined)
 : 0.0	2	-2.3	2.7	·	5	-1.9	-10	-4	-2	12
[44] COC(=O)CN1C(=O)COc2ccc(S(=O)(=O)NCc3ccc(Cl)cc3)cc21
 : -1.1	6	0.4	-2.3	0.9	7	-1.5	-4	-1	-1	-3
[45] CCOC(=O)C(=O)N1CCC(C(=O)NC2CCCc3ccccc32)CC1 (centres undefined)
 : -0.3	-2	-0.2	1.3	·	-6	-1.1	-5	0	-7	-1

Following part.
Under each structure – hcDAF-12 act	ADAM17 inh	DAX1 inh-1	hgDAF12 agonist	DAX1 inh-2	NR1D1 modulator	ssDAF-12 act	PLC-beta3 inh	PLC-gamma1 inh	SMARCA2 activ	MBD2 DNA inh
[46] O=C(CNc1ccccc1)N/N=C/c1cc([N+](=O)[O-])ccc1N1CCCC1
 : -0.1	-5	0.2	-0.1	-0.6	0	-1.1	-5	-2	1	-7
[47] COc1ccc(NC(=O)CS(=O)c2ccc(F)cc2)cc1 (centres undefined)
 : -0.9	0	2.2	0.7	0.5	-4	-0.6	-7	8	-2	-3
[48] COc1ccc(CNC(=O)[C@H](Cc2c[nH]c3ccccc23)NC(C)=O)cc1OC
 : -1.2	0	0.4	0.5	-0.6	9	-0.7	-5	1	-2	4
[49] Cc1ccccc1OC(C)C(=O)NCc1cccnc1 (centres undefined)
 : -0.3	-4	-0.5	2.7	0.5	-8	-1.4	-5	-1	0	1
[50] ClCCCc1cn(C[C@H]2CC[C@@H]([C@@H]3CC[C@H](Cn4cc(CCCCl)nn4)O3)O2)nn1
 : -1.8	-4	0.4	4.8	-0.4	2	-1.0	-3	0	0	1
[51] O=C(CCc1ccccc1)NNc1cc(N2CCCCC2)nc(N2CCCCC2)n1
 : -0.1	-2	0.2	-3.2	1.1	-6	-1.1	-7	-3	-2	-5
[52] COc1ccccc1CCNC(=O)Cn1c(=O)oc2ccccc21
 : -0.7	-3	-0.5	-1.5	0.7	-1	-0.7	-6	1	-3	-2
[53] O=C(CCN1C(=O)C2C3CCC(C3)C2C1=O)Nc1ccc([N+](=O)[O-])cc1 (centres undefined)
 : 0.3	-1	-0.1	0.2	-0.5	1	-0.7	0	0	0	5

Source: PubChem BioAssay
